High-throughput results as filed in PubChem BioAssay.
All columns: NCI-60 one-dose screen, growth in % after 48 h at 10 µM unless noted; 100 = growth as untreated, 0 = no growth, -100 = all killed.
MALME-3M: MALME-3M melanoma; 78,000 compounds, 5.8% hits
SK-MEL-2: SK-MEL-2 melanoma; AID 1794763; 77,000 compounds, 4.7% hits
LOX IMVI: LOX IMVI melanoma; AID 1794757; 79,000 compounds, 7.4% hits
HS 578T: HS 578T breast cancer | 78,000 compounds, 4.1% hits | AID 1794788
UACC-257: UACC-257 melanoma | 78,000 compounds, 4.4% hits
UACC-62: UACC-62 melanoma. 81,000 compounds, 5.4% hits. AID 1794756
T-47D: T-47D breast cancer; 79,000 compounds, 5% hits; AID 1794792
BT-549: BT-549 breast cancer; AID 1794793; 78,000 compounds, 4.4% hits
* = called active by the depositor; · = not tested or not shown; & = joins results of further samples. The calls were made as follows: active = growth percent below 10; inactive = the rest. Compounds were not picked by outcome (roughly 11% active in at least one column).

SMILES	MALME-3M	SK-MEL-2	LOX IMVI	HS 578T	UACC-257	UACC-62	T-47D	BT-549
CN1CCN(CCOc2ccc(-c3cnc4c(-c5cccc(F)c5F)cnn4c3)cc2)CC1	-44.0*	99.9	-95.8*	103.4	-19.1*	-36.1*	85.4	50.4
CCOC(=O)c1nn(C2CCCCO2)c2ccc(NC(=O)Cn3nnc4ccccc43)cc12 (configuration not stated)	104.8	112.8	96.5	99.4	100.2	99.9	85.5	96.0
O=C1/C(=C/c2ccccc2)CCc2nc3ccccc3c(/C=C/c3ccccc3)c21	114.6	104.5	92.3	101.1	100.0	82.8	64.7	·
CN(C)Cc1cc(Br)c(O)c(Br)c1	94.0	101.7	100.9	94.5	109.0	93.5	107.1	·
C[C@]12CC[C@H](O)CC1=CC[C@@H]1[C@@H]2CC[C@]2(C)c3[nH]ncc3C[C@@H]12	·	96.1	96.3	100.6	99.2	86.9	98.4	105.8
CCOC(=O)NCCCCCCl	98.5	106.6	89.7	108.1	107.3	109.1	99.7	98.9
CS(=O)(=O)c1ccc(CC(=O)Nc2cc(NCc3ccc[n+]([O-])c3)c([N+](=O)[O-])cc2Cl)cc1	·	102.5	97.9	94.4	96.5	94.8	97.6	110.3
Cc1cc(C)c(N2C(=O)CC(Sc3ccccc3N)C2=O)c(C)c1 (configuration not stated)	77.5	88.5	69.9	81.0	60.4	60.8	87.8	96.2
C/C(=N\Nc1ccc(S(N)(=O)=O)cc1)c1cc2ccccc2o1	116.8	112.4	99.7	109.2	95.8	97.9	101.8	115.1
COc1cc2c3c(n([C@H]4CCOC4)c(=O)c2cc1OC)-c1cc2c(cc1C3=O)OCO2	78.0	99.8	4.8*	107.4	·	11.3	11.8	48.2
O=c1c2c3c(sc2nc2nc(-c4ccccc4)[nH]n12)CCCC3	91.4	97.0	99.3	91.9	·	93.7	78.9	106.2
O=C1S/C(=C\c2ccc(Cl)cc2)C(=O)N1Cc1cc(=O)oc2ccc(Cl)cc12	·	112.0	100.1	113.9	106.6	96.3	97.3	106.9
C(=N/Nc1ncnc2nc[nH]c12)/c1ccccn1	46.4	71.5	19.1	64.1	51.5	27.0	30.2	54.7
O=C1NNC(c2ccccc2)=N/C1=C\c1ccccc1F	112.4	·	95.3	106.1	100.5	94.0	92.3	102.9
CCN(CC)C(Cl)=Nc1ccc(Cl)cc1	116.2	·	101.6	100.9	98.8	102.2	102.1	112.4
CCCOC(=O)n1cccc1	147.2	118.0	89.8	105.0	102.2	91.5	·	103.4
COC(=O)C1=Nc2cc(OC)cc(OC)c2/C1=C/c1sc(=S)[nH]c1O	96.0	103.1	73.4	91.8	105.6	78.8	86.2	116.8
OCCOc1c(Cl)c(Cl)c(Cl)c(Cl)c1Cl	112.5	101.6	106.5	102.9	100.0	90.3	104.5	98.5
CCCCCC(/C=N/Nc1ccccc1)C(O)(C(F)(F)F)C(F)(F)F (configuration not stated)	95.5	92.5	95.7	105.3	96.2	96.3	91.0	93.0
COc1ccc(-c2nnc(Nc3cc(OC)ccc3OC)o2)cc1	109.6	102.3	104.8	111.3	121.3	102.8	89.3	99.1

The last two records of the section before lead into the next:
SMILES	MALME-3M	SK-MEL-2	LOX IMVI	HS 578T	UACC-257	UACC-62	T-47D	BT-549
CCCCCC(/C=N/Nc1ccccc1)C(O)(C(F)(F)F)C(F)(F)F (configuration not stated)	95.5	92.5	95.7	105.3	96.2	96.3	91.0	93.0
COc1ccc(-c2nnc(Nc3cc(OC)ccc3OC)o2)cc1	109.6	102.3	104.8	111.3	121.3	102.8	89.3	99.1
N#Cc1cc(C(F)(F)F)cc(C(F)(F)F)c1	109.5	119.7	106.4	114.6	99.6	101.7	101.2	98.5
O=C1CCC(c2c(O)cc(O)c3c(=O)c(O)c(-c4ccc(O)c(O)c4)oc23)N1 (configuration not stated)	89.6	98.2	96.9	100.3	86.1	88.5	83.6	111.9
Cn1cccc1-c1cc(-c2ccc(Br)cc2)n(S(=O)(=O)c2ccccc2)c(=O)c1C#N	126.5	113.5	102.7	109.3	117.4	95.9	103.8	108.6
Nc1nc(SCC(=O)c2ccc(Cl)cc2)c2ncn(C3OC(CO)C(O)C3O)c2n1 (configuration not stated)	117.0	111.2	97.0	116.4	65.1	101.3	101.0	118.9
O=C(NNc1nc2cc(Br)ccc2n2cccc12)c1cnccn1	86.9	95.8	32.5	103.9	84.7	55.1	51.5	79.6
NC(=O)c1ccc(N=C(N)N=C(N)N)cc1	93.1	121.0	100.2	99.6	·	104.7	95.7	108.4
NC(N)=N/N=C/c1ccc(-c2ccc(-c3ccc(Cl)cn3)s2)cc1	101.3	108.8	·	92.3	109.4	99.1	91.2	98.8
O=S(=O)(Nc1nnc(/C=C/c2ccccc2)s1)c1ccccc1	98.4	·	·	93.6	99.2	102.4	106.0	88.4
CCC1C(=O)NN(C(=O)CSc2nc3sc(C(N)=O)c(C)c3c(=O)n2Cc2ccccc2)C1=O (configuration not stated)	100.8	106.1	99.7	73.1	98.7	103.8	·	·
O=C1OC(=O)c2c1c1ccccc1c1ccccc21	108.8	87.3	93.5	91.4	97.7	98.5	·	100.0
CCc1cccc(-c2ccccc2)c1	114.0	115.8	108.9	·	99.1	102.8	110.4	97.1
Cc1nc2sc(C(=O)Nc3cccc(Cl)c3C)c(N)c2cc1C(=O)c1ccccc1	25.0	49.7	35.8	12.2	63.3	17.0	36.8	7.6*
CCOC(=O)C(C#N)C1C=Cc2ccccc2N1C(=O)c1ccccc1 (configuration not stated)	106.9&86.3	104.4&96.6	89.1&89.9	97.1&103.1	92.3	94.5&98.7	88.3&89.4	115.5&107.3
CCN(CC)c1ccc(C=O)c(OCc2cn(CC(=O)Nc3ccc(Cl)cc3Cl)nn2)c1	112.1	100.8	98.3	123.1	108.0	100.9	105.5	112.2
COc1ccc2[nH]cc(-c3cc4nc(-c5cn(C)c6ncc(Br)cc56)cc(N)n4n3)c2c1	-87.0*	-34.7*	-97.9*	-27.8*	-82.3*	-82.5*	-62.7*	-57.3*
Cc1ccc(-c2nc(Nc3ccc(S(N)(=O)=O)cc3)c3ccccc3n2)cc1	98.8	99.9	-71.5*	90.1	93.9	78.5	40.5	75.7
OCCN(CCCCN(CCO)Cc1ccccc1)Cc1ccccc1	113.4	136.7	95.3	103.7	94.8	107.8	98.2	100.3
NS(=O)(=O)c1ccc(CCn2c(-c3ccccc3)nc(-c3ccccc3)c2-c2ccccc2)cc1	92.3	100.2	96.8	89.6	105.5	87.2	100.2	100.0
O=C(NCCNc1nccc(-c2c(-c3cccc(F)c3)nc3sccn23)n1)C1CCCCC1	130.0	60.1	65.9	91.8	113.4	58.4	30.2	93.9
COc1ccccc1Cn1cc(C#N)c(N)c1C(=O)c1ccc(C)cc1	100.0	102.6	94.7	98.8	109.0	82.7	91.3	108.6
CC(C)(Sc1cc(C(C)(C)C)c(OC(=O)CCCC(=O)O)c(C(C)(C)C)c1)Sc1cc(C(C)(C)C)c(OC(=O)CCCC(=O)O)c(C(C)(C)C)c1	46.2	55.2	27.1	57.0	46.7	-19.7*	49.5	39.8
C[C@]12CC[C@@H]3c4ccc(O)c([N+](=O)[O-])c4CC[C@H]3[C@@H]1CC[C@@H]2NS(=O)(=O)c1ccc(C(F)(F)F)cc1	31.0	·	·	52.7	44.0	36.1	18.6	30.9
CCSC(=O)CCC(C)C1CCC2C3CC=C4CC(OC(C)=O)CCC4(C)C3CCC12C (configuration not stated)	94.1	112.9	97.2	116.3	101.1	104.3	100.4	108.1
O=C(Oc1ccccc1-c1ccccc1)c1ccccc1C(=O)c1ccccc1	·	101.5	73.8	92.5	99.2	82.0	81.0	99.9
O=C(OCCCl)c1ccccc1C(=O)OCCCl	123.5	127.3	94.2	102.1	122.9	107.5	107.7	102.2
COc1cccc(-c2c(C#N)c(-c3ccc(C)cc3)nc3c2c(-c2ccccc2)nn3-c2ccccc2)c1	109.1	103.5	97.9	103.9	101.1	82.7	95.1	106.6
CC(C)=CCC[C@](C)(O)[C@H]1CC[C@]2(C)[C@@H]1CC[C@@H]1[C@@]3(C)CC(=O)CC(C)(C)[C@@H]3CC[C@]12C	100.0	96.8	93.8	95.7	96.2	70.0	79.4	123.7
CC(C)(C)c1ccc(C(=O)n2c(=S)oc3ccc(Cl)cc32)cc1	116.8	107.9	·	98.1	104.0	86.8	95.1	116.3
CCC(CCCCc1ccccc1)(C(=O)O)C(=O)O	119.0	97.2	99.0	106.5	108.0	101.1	96.3	107.7
CC(=O)OC(C)C(=O)NCC(C)O (configuration not stated)	108.4	109.9	100.7	86.0	108.3	122.0	96.3	111.4
O=C(Nc1ccc(Cc2ccc(NC(=O)Nc3nc4ccccc4s3)cc2)cc1)Nc1nc2ccccc2s1	50.1	·	59.3	70.9	64.5	62.4	35.1	82.9
Nc1cccc2ncccc12	·	126.8	96.1	112.3	120.3	105.1	101.6	·
COc1cc(-c2ccc(=O)oc2C#Cc2ccccc2)cc(OC)c1OC	83.0	102.2	37.6	92.5	89.5	59.1	86.5	90.1
COc1ccc2c(c1OC)CN(C(=O)C(C)(O)COC(C)=O)C(=O)O2 (configuration not stated)	111.5	107.2	100.4	106.8	94.5	96.2	104.4	101.7
O=C(CSc1nc2ccccc2c(=O)n1Cc1ccccc1)Nc1ccc(S(=O)(=O)Nc2ccc(Cl)nn2)cc1	107.5	108.5	112.9	97.1	119.1	95.3	93.4	105.0
Cc1cc(=O)oc2cc(Nc3nc4c(Cl)ccc(Cl)c4s3)ccc12	94.6	103.1	89.4	101.8	106.4	86.8	96.0	95.0
O=S(=O)(c1cc(Cl)c(Cl)cc1Cl)N(CCCCCN(S(=O)(=O)c1cc(Cl)c(Cl)cc1Cl)S(=O)(=O)c1cc(Cl)c(Cl)cc1Cl)S(=O)(=O)c1cc(Cl)c(Cl)cc1Cl	92.3	117.4	98.2	92.6	96.9	98.0	·	100.5
OC(COc1cccc2ccccc12)CN1CCCCC1 (configuration not stated)	90.2	108.1	80.7	101.5	94.7	90.4	100.4	·
Cc1sc2nc3nc(-c4ccccc4Cl)[nH]n3c(=O)c2c1C	100.9	108.3	91.5	99.1	·	98.7	84.6	93.5
CCCCN(CCCC)CCCCNc1c(C)cnc2cc(Cl)ccc12	92.4	122.5	77.1	83.9	115.5	101.6	83.8	101.3
O=C1CC(C(=O)NCc2ccc(Cl)cc2Cl)CN1 (configuration not stated)	100.1	101.2	95.3	92.2	85.5	90.2	93.3	102.0
Nc1ccc(CSc2ccccc2)cc1	107.4	101.5	101.3	111.0	108.7	90.2	111.4	78.5
COc1ccc(-c2ccc(-c3ccc(C(=N)N)cn3)s2)cc1Cl	-88.0*	-54.0*	-84.5*	-68.5*	-60.8*	-92.3*	-43.4*	106.7
O=C(Nn1c(COc2ccccc2)nc2ccccc2c1=O)c1ccc(F)cc1	87.5	68.4	79.6	84.5	92.8	41.1	88.4	81.2
CCCCCCN1C(=O)CN=C1Nc1ccc2cc3ccc(NC4=NCC(=O)N4CCCCCC)cc3nc2c1	71.5	79.9	-41.8*	56.6	102.6	82.6	32.9	78.1
CS(=O)(=O)Nc1cncc(-c2ccc3ncnc(Nc4ccc(F)c(Cl)c4)c3c2)c1	44.1	8.2*	28.3	3.0*	35.2	34.6	-9.6*	32.4
COC(=O)c1c2c(c(C)[n+]([O-])c1C)C(=O)C(NCc1ccc(F)cc1)=CC2=O	-95.7*	30.6	20.3	82.6	-36.8*	-35.5*	6.8*	52.4
Fc1ccc(C2=NN(c3ccc(Cl)cc3)C(c3cccc(Nc4ccnc5cc(C(F)(F)F)ccc45)c3)C2)cc1 (configuration not stated)	97.9	89.9	88.7	111.0	96.8	96.8	88.2	93.7
COc1ccc(Cc2cnc(NC(=O)c3cc(C)oc3C)s2)cc1	52.5	47.7	39.9	24.5	57.3	27.1	31.8	50.7
CCCCCCC(C)Br (configuration not stated)	107.5	107.6	103.7	101.9	109.6	102.8	96.1	101.9
N=C1c2nc3n(c2C(=O)c2nc4n(c21)CCCC4)CCCC3	·	82.7	-68.0*	-28.7*	-6.6*	-85.1*	71.9	-37.2*
CCCCCCCCCCCCc1ccc(C[N+](C)(C)CC[N+](C)(C)Cc2ccc(CCCCCCCCCCCC)cc2)cc1	99.2	·	95.6	102.5	113.3	106.5	88.4	101.9
OCCOc1cccc(OCCO)c1	103.0	109.4	105.6	99.0	103.8	103.1	103.6	99.8
O=[N+]([O-])c1cccc(CO)c1	128.4	·	105.8	107.6	110.8	106.3	113.4	·

Some of the entries above, reformatted:
Structure,MALME-3M,SK-MEL-2,LOX IMVI,HS 578T,UACC-257,UACC-62,T-47D,BT-549
CS(=O)(=O)Nc1cncc(-c2ccc3ncnc(Nc4ccc(F)c(Cl)c4)c3c2)c1,44.1,8.2*,28.3,3.0*,35.2,34.6,-9.6*,32.4
COC(=O)c1c2c(c(C)[n+]([O-])c1C)C(=O)C(NCc1ccc(F)cc1)=CC2=O,-95.7*,30.6,20.3,82.6,-36.8*,-35.5*,6.8*,52.4
Fc1ccc(C2=NN(c3ccc(Cl)cc3)C(c3cccc(Nc4ccnc5cc(C(F)(F)F)ccc45)c3)C2)cc1 (configuration not stated),97.9,89.9,88.7,111.0,96.8,96.8,88.2,93.7
COc1ccc(Cc2cnc(NC(=O)c3cc(C)oc3C)s2)cc1,52.5,47.7,39.9,24.5,57.3,27.1,31.8,50.7
CCCCCCC(C)Br (configuration not stated),107.5,107.6,103.7,101.9,109.6,102.8,96.1,101.9

Complete entries as entered above.
`COc1ccc(-c2ccc(-c3ccc(C(=N)N)cn3)s2)cc1Cl` in the list: MALME-3M: -88.0*; SK-MEL-2: -54.0*; LOX IMVI: -84.5*; HS 578T: -68.5*; UACC-257: -60.8*; UACC-62: -92.3*; T-47D: -43.4*; BT-549: 106.7
`OCCOc1cccc(OCCO)c1` in the list: MALME-3M: 103.0; SK-MEL-2: 109.4; LOX IMVI: 105.6; HS 578T: 99.0; UACC-257: 103.8; UACC-62: 103.1; T-47D: 103.6; BT-549: 99.8
